Source: PubChem BioAssay
GDH-TPI counter = GDH-TPI coupled enzyme inhibition counter-screen; inhibition, % at 4.8 µM; 360,000 tested, 1.2% active; AID 588335; GDH-TPI coupled enzyme counterscreen, NADH absorbance;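 further: 0% = DMSO wells and 100% = wells lacking the enzyme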
BoNT-A LC inh2 = blocks Botulinum neurotoxin A light chain protease; multiplex microsphere protease substrate cleavage, flow cytometry; 360,000 tested, 0.17% active; inhibition, % at 10 µM; in the data active means inhibition above about 30%; further: plate controls were buffer without enzyme for full effect and enzyme alone for no effect
PrPC surface inh = cell surface PrPC inhibition, primary TR-FRET screen | AID 720596 | P04156 | 370,000 tested, 0.43% active | TR-FRET read-out | inhibition, % at 13.8 µM; in the data active means inhibition above about 24%; further: 0% = median of the test wells and 100% = reference compound wells
FadD28 binding = M. tuberculosis FadD28 bisubstrate binding inhibition. FadD28 bisubstrate probe binding, fluorescence polarization. inhibition, % at 12.5 µM. AID 588549. 360,000 tested, 0.22% active; in the data active means inhibition above about 8.5%, passing the limit was not always enough
BoNT-F LC inh = BoNT F light chain protease inhibition; Multiplex microsphere protease cleavage assay, flow cytometry; inhibition, % at 10 µM; 360,000 tested, 0.22% active; in the data active means inhibition above about 35%, passing the limit was not always enough; further: plate controls were buffer without enzyme for full effect and enzyme alone for no effect
FBA Mtb inh = Mtb fructose-bisphosphate aldolase inhibition; purified M. tuberculosis FBA, fluorescence read-out; inhibition, % at 1 µM; 360,000 tested, 2.3% active; AID 588726; in the data active means inhibition above about 27%;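 further: 0% = vehicle and 100% = reference inhibitor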
Target sequence (P9WQA3 whole entry, looked up): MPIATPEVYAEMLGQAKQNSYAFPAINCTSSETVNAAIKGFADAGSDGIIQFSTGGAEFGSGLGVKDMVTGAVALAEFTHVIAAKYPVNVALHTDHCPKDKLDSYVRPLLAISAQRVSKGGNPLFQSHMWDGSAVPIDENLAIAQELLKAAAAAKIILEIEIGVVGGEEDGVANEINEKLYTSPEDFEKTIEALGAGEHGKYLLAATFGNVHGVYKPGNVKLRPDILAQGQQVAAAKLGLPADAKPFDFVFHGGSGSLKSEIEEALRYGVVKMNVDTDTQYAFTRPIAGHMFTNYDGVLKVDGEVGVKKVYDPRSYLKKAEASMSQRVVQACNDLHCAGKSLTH
BioA inh = BioA (M. tuberculosis) enzyme inhibition. purified M. tuberculosis BioA enzyme, plate reader. AID 602481. inhibition, % at 9.99 µM. 360,000 tested, 0.096% active; in the data active means inhibition above about 40%
UGM FP inh = Mtb UDP-galactopyranose mutase inhibition | 320,000 tested, 0.06% active | AID 504406 | P9WIQ1 | inhibition, % at 10 µM | purified UGM, fluorescence polarization probe displacement; in the data active means inhibition above about 10%, passing the limit was not always enough
Target sequence (P9WIQ1 whole entry, looked up): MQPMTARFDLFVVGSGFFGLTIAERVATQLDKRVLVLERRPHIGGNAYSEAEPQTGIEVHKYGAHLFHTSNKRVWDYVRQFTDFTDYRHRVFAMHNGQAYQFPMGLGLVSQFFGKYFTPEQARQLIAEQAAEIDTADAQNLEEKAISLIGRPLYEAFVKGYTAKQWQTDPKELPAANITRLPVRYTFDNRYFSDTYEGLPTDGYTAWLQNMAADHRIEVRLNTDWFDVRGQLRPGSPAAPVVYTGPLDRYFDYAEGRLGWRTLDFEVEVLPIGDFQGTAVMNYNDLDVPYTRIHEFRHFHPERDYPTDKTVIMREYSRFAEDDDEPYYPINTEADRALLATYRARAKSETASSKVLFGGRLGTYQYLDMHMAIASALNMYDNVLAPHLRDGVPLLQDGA
CCHF vOTU inh = blocks the CCHF virus ovarian tumor domain protease; CCHFV vOTU protease, Pep-AMC fluorescence; inhibition, % at 11.5 µM; 370,000 tested, 0.55% active; AID 651958; further: 0% = vehicle wells with enzyme and 100% = no enzyme wells
An asterisk follows results filed as active; nt = not tested or not shown. Unless noted, no stated cut-off is given here; in the data, active means inhibition above about 30%; inactive means the rest.

| cpd | mol | GDH-TPI counter | BoNT-A LC inh2 | PrPC surface inh | FadD28 binding | BoNT-F LC inh | FBA Mtb inh | BioA inh | UGM FP inh | CCHF vOTU inh |
| --- | --- | --- | --- | --- | --- | --- | --- | --- | --- | --- |
| 1 | c1ccc(COc2cccc(CNn3cnnc3)c2)cc1 | 8 | 0.1 | 3 | -4.6 | -2 | -2 | -0.1 | 1.2 | 5 |
| 2 | Cc1ccc(-c2nc(CS(=O)(=O)CC(=O)NCCN3CCOCC3)c(C)o2)cc1 | 11 | 1.5 | -1 | -0.5 | 4 | 3 | -0.7 | -1.3 | 8 |
| 3 | O=C(O)c1cccc(CSc2ncccn2)c1 | -4 | 0.2 | -9 | -3.3 | -10 | 2 | 0.3 | -0.7 | 2 |
| 4 | COc1ccccc1Nc1nc(N)nc(-c2oc3ccccc3c2C)n1 | 24 | 0.7 | -2 | -3.9 | 13 | -2 | -1.1 | -1.2 | 0 |
| 5 | COc1ccc2c(C)c(CCC(=O)N3C[C@H]4C[C@@H](C3)c3cccc(=O)n3C4)c(=O)oc2c1 | 10 | 0.5 | -5 | -3.5 | -3 | 68* | 2.0 | -2.9 | -32 |
| 6 | CCOc1cc(CNc2ncnc3nc[nH]c23)ccc1OC | -3 | -0.4 | 13 | -4.1 | -3 | 1 | -1.0 | 0.9 | 11 |
| 7 | O=C(NCc1cccnc1)c1cc2nc(-c3cccs3)cc(C(F)(F)Cl)n2n1 | 13 | 1.4 | -6 | -1.2 | 5 | 4 | 1.3 | -0.2 | -16 |
| 8 | Cc1nc(C(=O)N2CCCC(C(=O)c3ccc(Cl)cc3)C2)cs1 (stereo not drawn) | 16 | -1.1 | 10 | 0.0 | -6 | 5 | nt | -2.0 | 8 |
| 9 | C/C(=C1/SC(N2CCOCC2)=NC1=O)c1ccc(Br)cc1 | 10 | -0.8 | 2 | 0.9 | -28 | -1 | -0.4 | -0.8 | -3 |
| 10 | Cc1ccc(C(=O)N/N=C\c2ccc[nH]2)cn1 | 47* | -0.1 | -10 | -1.2 | -4 | -1 | -1.4 | 1.1 | 19 |
| 11 | COc1ccc(S(=O)(=O)NC(=O)C2(C)CCN2C(=O)Cc2ccccc2Cl)cc1OC (stereo not drawn) | -6 | 0.0 | 5 | -5.1 | 2 | -2 | 0.0 | nt | 5 |
| 12 | Cc1c(NC(=O)c2ccc(=O)oc2)c(=O)n(-c2ccccc2)n1C | 33* | -0.5 | -12 | -0.2 | -13 | -1 | 12 | -0.5 | -2 |

Just GDH-TPI counter, BoNT-A LC inh2 and FBA Mtb inh (three entries from above):
#	SMILES	GDH-TPI counter	BoNT-A LC inh2	FBA Mtb inh
1	c1ccc(COc2cccc(CNn3cnnc3)c2)cc1	8	0.1	-2
2	Cc1ccc(-c2nc(CS(=O)(=O)CC(=O)NCCN3CCOCC3)c(C)o2)cc1	11	1.5	3
3	O=C(O)c1cccc(CSc2ncccn2)c1	-4	0.2	2

Next part
| cpd | mol | GDH-TPI counter | BoNT-A LC inh2 | PrPC surface inh | FadD28 binding | BoNT-F LC inh | FBA Mtb inh | BioA inh | UGM FP inh | CCHF vOTU inh |
| --- | --- | --- | --- | --- | --- | --- | --- | --- | --- | --- |
| 13 | Cc1ccc(CONC(=O)c2ccc(Cl)cc2)cc1 | 1 | 1.4 | -2 | -0.2 | 10 | 3 | -4.7 | 1.7 | -5 |
| 14 | Cc1ccc(-c2c(C#N)c(N)nc3c2CCCC3)s1 | 18 | -0.5 | -1 | -0.6 | -26 | 0 | -0.1 | -1.8 | 25 |
| 15 | COc1ccccc1NC(=O)CSC(N)=O | -7 | -0.8 | -3 | -3.5 | -5 | 1 | nt | 1.9 | 1 |
| 16 | COc1ccc(/C(O)=C2/C(=O)C(=O)N(Cc3cccnc3)C2c2ccncc2)cc1F (stereo not drawn) | 18 | 0.2 | -7 | -2.6 | -5 | 0 | 5.2 | -2.7 | 13 |
| 17 | CC(=O)NC1C(=O)N(CCN2CCOCC2)c2ccc(C)cc21 (stereo not drawn) | -2 | -7.6 | nt | -2.3 | -48 | 0 | nt | 0.6 | nt |
| 18 | CCN1/C(=C2/SC(=S)N(C)C2=O)C=Cc2cc(C)ccc21 | 0 | -0.5 | 4 | 2.2 | 1 | 4 | -0.6 | 0.4 | 3 |
| 19 | CC(C)(C)OC(=O)[C@H](CCCCN)NC(=O)c1nc[nH]c1C(=O)NCCCCCN | 2 | -0.1 | -2 | -0.1 | -11 | -2 | -0.2 | -0.1 | -4 |
| 20 | O=S(=O)(NC1CC2CCC1C2)c1ccc2c(c1)OCCO2 (stereo not drawn) | 2 | 0.4 | 2 | -1.1 | -1 | 2 | 0.5 | 0.3 | 10 |
| 21 | COc1ccc(C(=O)CSc2nc3nn(-c4ccccc4)c(=O)c-3c3n2CCCCC3)c(OC)c1 | 4 | -0.2 | -6 | -1.7 | 0 | -3 | -0.9 | nt | -17 |
| 22 | O=C(Cn1nnc(-c2cccc(C(F)(F)F)c2)n1)N1CCOCC1 | 12 | 1.4 | -2 | -1.1 | 1 | -1 | -1.9 | nt | -8 |
| 23 | CC(=O)C1=C(O)C(=O)N(c2ccc(S(N)(=O)=O)cc2)C1c1ccccc1F (stereo not drawn) | 32* | 0.0 | -8 | -1.3 | -6 | 13 | -3.5 | 3.6 | -2 |
| 24 | CC(C)C(NC(=O)c1cccc(S(=O)(=O)N2CCOCC2)c1)C(=O)NCc1ccc(Cl)cc1 (stereo not drawn) | 3 | -3.7 | -3 | -0.6 | -12 | 5 | -2.2 | nt | 5 |

The last 2 records of the part before open the next one:
| cpd | mol | GDH-TPI counter | BoNT-A LC inh2 | PrPC surface inh | FadD28 binding | BoNT-F LC inh | FBA Mtb inh | BioA inh | UGM FP inh | CCHF vOTU inh |
| --- | --- | --- | --- | --- | --- | --- | --- | --- | --- | --- |
| 23 | CC(=O)C1=C(O)C(=O)N(c2ccc(S(N)(=O)=O)cc2)C1c1ccccc1F (stereo not drawn) | 32* | 0.0 | -8 | -1.3 | -6 | 13 | -3.5 | 3.6 | -2 |
| 24 | CC(C)C(NC(=O)c1cccc(S(=O)(=O)N2CCOCC2)c1)C(=O)NCc1ccc(Cl)cc1 (stereo not drawn) | 3 | -3.7 | -3 | -0.6 | -12 | 5 | -2.2 | nt | 5 |
| 25 | COc1ccc(CN(C)C(=O)CC(c2ccccc2)c2ccccc2)cc1 | 3 | -0.2 | 7 | -0.4 | -17 | -2 | -1.3 | 2.6 | 12 |
| 26 | Cc1cc(N)n(Cc2ccc(Cl)cc2)n1 | -3 | -0.9 | 7 | -3.3 | -5 | 1 | nt | 0.0 | 11 |
| 27 | Cc1occc1C(=O)N/N=C/c1cccs1 | 25 | -0.9 | -7 | 0.6 | -5 | -1 | -0.7 | 0.8 | 18 |
| 28 | NC(=O)CSc1nc2cc(S(=O)(=O)N3CCOCC3)ccc2o1 | -5 | -0.2 | -1 | -2.3 | -6 | -3 | -0.3 | 2.2 | -2 |
| 29 | COC(=O)c1ccccc1NC(=O)CN1CCCCCC1 | -9 | 0.5 | 2 | -0.1 | 28 | -2 | 1.6 | 2.3 | 13 |
| 30 | Cc1cc(Br)cn2c(Cc3ccccc3)c(-c3ccc(C#N)cc3)nc12 | nt | 11 | 10 | -1.5 | 6 | 0 | -0.3 | nt | 5 |
| 31 | O=C(COC(=O)/C=C/c1ccc2c(c1)OCO2)NCc1ccccc1 | 14 | 1.4 | 7 | -0.6 | -8 | 9 | -3.5 | 0.6 | 2 |
| 32 | CCc1c(O)nc(SCC(=O)Nc2ccccc2)n(-c2ccccc2C)c1=O | 5 | 0.4 | -1 | -0.2 | 0 | 3 | -0.4 | nt | 4 |
| 33 | Cc1cccc(OCC(=O)NC(Cc2ccccc2)C(=O)O)c1 (stereo not drawn) | -6 | -1.6 | 0 | -3.3 | -7 | 3 | -0.5 | 2.7 | -9 |
| 34 | NC(=O)N1OCC2COc3ccc4ccccc4c3C21 (stereo not drawn) | -2 | -1.4 | -5 | -0.4 | -8 | 2 | -0.3 | 0.4 | 2 |
| 35 | COCCn1c(SCC(=O)NC(=O)Cc2ccccc2)nc2ccccc2c1=O | 5 | -0.9 | -6 | -3.1 | -11 | -2 | -0.8 | -0.1 | -3 |
| 36 | O=C(CSc1nnc(-c2ccco2)o1)N1CCOCC1 | 11 | 0.7 | 2 | -0.6 | -1 | 4 | 0.2 | 0.0 | -3 |
| 37 | COc1cccc(S(=O)(=O)NCc2ccc(C(=O)Nc3ccc(Cl)c(Cl)c3)cc2)c1 | -3 | 0.0 | 3 | -4.1 | -3 | 0 | -1.2 | -0.9 | 2 |
| 38 | COc1ccc(-n2nc(C(=O)NCC(=O)N3CCN(c4ccccc4)CC3)c3ccccc3c2=O)c(OC)c1 | -3 | -3.8 | -9 | -1.6 | -18 | 0 | -1.7 | 0.5 | -1 |
| 39 | Cc1nonc1C(=O)N1CCCC(N2CCN(c3ccc(F)cc3)CC2)C1 (stereo not drawn) | -2 | 0.8 | 1 | -1.2 | -2 | 3 | 1.3 | 1.6 | 3 |
| 40 | O=C(NCc1cccnc1)c1cc(C2CCCN(C(=O)c3cccc(O)c3)C2)on1 (stereo not drawn) | -4 | -0.1 | 1 | -4.5 | -3 | -1 | 0.5 | nt | -2 |
| 41 | CCOc1ccc(NC(=O)c2ccc(NC(=O)CN3C(=O)C(=O)N(CC(C)C)C3=O)cc2)cc1 | 3 | -3.9 | -6 | -0.2 | -7 | 2 | -5.2 | 3.0 | 16 |
| 42 | COc1ccc(S(=O)(=O)N(Cc2cccnc2)Cc2cc3ccccc3[nH]c2=O)cc1 | 12 | -1.2 | -3 | -2.4 | 4 | 4 | 2.1 | 1.2 | -5 |
| 43 | CC(Oc1ccccc1)C(=O)N=C1SC2CS(=O)(=O)CC2N1c1ccccc1 (stereo not drawn) | 16 | -1.8 | -1 | 0.0 | -11 | 2 | -3.5 | -1.0 | 18 |
| 44 | COc1ccc2cc(C(=O)C3CCCN(C(=O)c4sc(C)nc4C)C3)ccc2c1 (stereo not drawn) | 11 | 2.4 | 6 | -5.3 | 4 | 162* | 3.7 | -0.8 | -115 |
| 45 | Cc1csc(=O)n1CC(=O)Nc1ccc(Cl)c(Cl)c1 | 4 | -0.3 | 6 | -3.3 | -12 | -1 | -1.7 | 3.6 | 2 |
| 46 | Cc1ccccc1Nc1nc(N)nc(COC(=O)/C=C/c2ccco2)n1 | 2 | -0.6 | -2 | -1.5 | 0 | 2 | nt | 3.6 | 3 |
| 47 | CCn1nc(C(=O)N2CCc3ccccc3C2)c2ccccc2c1=O | -7 | -0.6 | -3 | -2.6 | 1 | 2 | 11 | 3.0 | 5 |
| 48 | CC(C)COc1ccc(-c2nnc(-c3ccncc3)o2)cc1 | -1 | -4.1 | 2 | -0.6 | -11 | 0 | -0.7 | 2.9 | -2 |

Filtered by structure: those above with a thiophene ring, fused or not.
| cpd | mol | GDH-TPI counter | BoNT-A LC inh2 | PrPC surface inh | FadD28 binding | BoNT-F LC inh | FBA Mtb inh | BioA inh | UGM FP inh | CCHF vOTU inh |
| --- | --- | --- | --- | --- | --- | --- | --- | --- | --- | --- |
| 7 | O=C(NCc1cccnc1)c1cc2nc(-c3cccs3)cc(C(F)(F)Cl)n2n1 | 13 | 1.4 | -6 | -1.2 | 5 | 4 | 1.3 | -0.2 | -16 |
| 14 | Cc1ccc(-c2c(C#N)c(N)nc3c2CCCC3)s1 | 18 | -0.5 | -1 | -0.6 | -26 | 0 | -0.1 | -1.8 | 25 |
| 27 | Cc1occc1C(=O)N/N=C/c1cccs1 | 25 | -0.9 | -7 | 0.6 | -5 | -1 | -0.7 | 0.8 | 18 |

(listing goes on)
| cpd | mol | GDH-TPI counter | BoNT-A LC inh2 | PrPC surface inh | FadD28 binding | BoNT-F LC inh | FBA Mtb inh | BioA inh | UGM FP inh | CCHF vOTU inh |
| --- | --- | --- | --- | --- | --- | --- | --- | --- | --- | --- |
| 49 | COn1c(SCc2cccnc2)nc2ccccc2c1=O | 1 | -1.1 | 2 | -0.6 | -5 | -2 | 3.9 | -0.2 | 11 |
| 50 | CC1=C(C(=O)c2ccccc2)C(c2ccc(O)cc2)NC(=S)N1 (stereo not drawn) | 8 | -0.7 | -4 | -2.6 | -4 | -3 | nt | -3.4 | 2 |
| 51 | CC(NS(=O)(=O)c1cccc(Cl)c1)C(=O)N(C)C1CCN(C)CC1 (stereo not drawn) | -10 | -0.1 | -1 | -2.9 | 2 | 5 | nt | 4.3 | 2 |
| 52 | O=C(NCc1ccccc1)c1ccc(N2CCC3(CC2)CC(c2ccccc2)=NO3)c([N+](=O)[O-])c1 | 4 | -0.9 | -12 | 0.2 | -12 | -3 | -0.8 | -4.8 | 11 |
